GLP1R ag – agonists of human GLP-1 receptor. hit rate 0.007% among 380,000. HEK293 GLP-1R CRE-luciferase, luminescence, 4-6 h; cells express a hypersensitive GLP-1R form. Potency, µM (top dose mostly 45.6 µM), for inactives: at the highest dose activation, hits mostly activators. AID 624172. P43220; active = well fitted activation curve with a large enough effect; inconclusive = small, poorly fitted or top-dose-only effect; inactive = no such curve, though single readings can be large or run the other way; also: % of control where 0% means no effect
Target sequence (P43220 whole entry, looked up): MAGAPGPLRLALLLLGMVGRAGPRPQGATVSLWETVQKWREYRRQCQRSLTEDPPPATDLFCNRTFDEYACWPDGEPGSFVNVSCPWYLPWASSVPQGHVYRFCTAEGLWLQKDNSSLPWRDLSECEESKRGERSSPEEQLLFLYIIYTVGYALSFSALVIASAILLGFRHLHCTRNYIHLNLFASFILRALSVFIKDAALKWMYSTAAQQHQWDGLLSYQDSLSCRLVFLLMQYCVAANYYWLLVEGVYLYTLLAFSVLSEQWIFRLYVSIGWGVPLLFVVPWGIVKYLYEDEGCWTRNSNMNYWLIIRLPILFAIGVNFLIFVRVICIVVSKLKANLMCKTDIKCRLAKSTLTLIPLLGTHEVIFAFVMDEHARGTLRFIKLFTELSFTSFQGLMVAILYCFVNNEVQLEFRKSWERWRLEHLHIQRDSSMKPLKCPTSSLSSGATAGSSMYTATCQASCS
Active calls of the source: *; ? = inconclusive; & = joins results of further samples; [ ] = another dose, or the depositor's remark. Potency is read from the fitted curve at half-maximal effect.

SMILES	GLP1R ag
CN1C(=O)C[C@@H](C(=O)N[C@@H](Cc2cnc[nH]2)C(=O)N2CCC[C@H]2C(N)=O)NC1=O	-2%
Cc1ncc(COP(=O)(O)O)c(C=O)c1O	-1%
CC(=O)OCC(=O)[C@@]1(O)[C@H](OC(C)=O)C[C@H]2[C@@H]3CCC4=CC(=O)C=C[C@]4(C)[C@@]3(F)[C@@H](O)C[C@@]21C	-7%
CCC(C)C(=O)OC1CCC=C2C=CC(C)C(CCC3CC(O)CC(=O)O3)[C@@H]21 (some centres undefined)	14%
CN1CCN(CCCN2c3ccccc3Sc3ccccc32)CC1	-5%
CC(=O)O[C@@H]1C(=O)O[C@H]2[C@@H]1OC(=O)[C@@H]2OC(C)=O	-1%
N#C/C(=C1/SC[C@@H](c2ccc(Cl)cc2Cl)S1)n1ccnc1	9%&21%&15%
O=C1CN(/N=C/c2ccc(-c3ccc([N+](=O)[O-])cc3)o2)C(=O)N1	-6%
CCCCCCCC[N+](C)(C)CCCCCCCC	-1%&-4%
C[C@@H](O[C@H]1OCCN(Cc2n[nH]c(=O)[nH]2)[C@@H]1c1ccc(F)cc1)c1cc(C(F)(F)F)cc(C(F)(F)F)c1	5%
CC(COc1ccccc1)NN (centres undefined)	-4%
O=S1(=O)OC(c2ccc(O)cc2)(c2ccc(O)cc2)c2ccccc21	-1%
C#Cc1cccc(Nc2ncnc3cc(OCCOC)c(OCCOC)cc23)c1	1%
CC(=O)Nc1c(I)c(C(=O)N[C@H]2[C@@H](O)[C@H](O)[C@H](CO)O[C@@H]2O)c(I)c(N(C)C(C)=O)c1I	8%[19.8 µM]
NC(=O)[C@@H]1CCCN1C(=O)[C@H](Cc1cnc[nH]1)NC(=O)[C@@H]1CCC(=O)N1	2%
CCCc1ccc(C(=O)O)cc1	6%
CCC(=O)Oc1ccc2c(c1)CCC1C2CC[C@]2(C)C(OC(=O)CC)CCC12 (some centres undefined)	-1%
C[C@]12CC[C@@H]3c4ccc(O)cc4CC[C@H]3[C@@H]1C[C@H](O)C2O (some centres undefined)	6%
CC(=O)N[C@@H](CCC(=O)O)C(=O)O	-4%
OC1OC[C@@H](O)[C@H](O)[C@@H]1O (some centres undefined)	-1%
OC(CN1CCCCC1)c1cc(-c2ccccc2)on1 (centres undefined)	-5%
CC1=C(CC(=O)O)c2cc(F)ccc2/C1=C\c1ccc(S(C)(=O)=O)cc1	-4%
Cc1nc(Nc2ncc(C(=O)Nc3c(C)cccc3Cl)s2)cc(N2CCN(CCO)CC2)n1	-2%
N[C@H](COP(=O)(O)O)C(=O)O	15%
NC(=O)CC[C@@H](N)C(=O)O	4%

For reference, 22 of the compounds above:
SMILES	GLP1R ag
CCC(C)C(=O)OC1CCC=C2C=CC(C)C(CCC3CC(O)CC(=O)O3)[C@@H]21 (some centres undefined)	14%
CN1CCN(CCCN2c3ccccc3Sc3ccccc32)CC1	-5%
CC(=O)O[C@@H]1C(=O)O[C@H]2[C@@H]1OC(=O)[C@@H]2OC(C)=O	-1%
N#C/C(=C1/SC[C@@H](c2ccc(Cl)cc2Cl)S1)n1ccnc1	9%&21%&15%
O=C1CN(/N=C/c2ccc(-c3ccc([N+](=O)[O-])cc3)o2)C(=O)N1	-6%
CCCCCCCC[N+](C)(C)CCCCCCCC	-1%&-4%
C[C@@H](O[C@H]1OCCN(Cc2n[nH]c(=O)[nH]2)[C@@H]1c1ccc(F)cc1)c1cc(C(F)(F)F)cc(C(F)(F)F)c1	5%
CC(COc1ccccc1)NN (centres undefined)	-4%
O=S1(=O)OC(c2ccc(O)cc2)(c2ccc(O)cc2)c2ccccc21	-1%
C#Cc1cccc(Nc2ncnc3cc(OCCOC)c(OCCOC)cc23)c1	1%
CC(=O)Nc1c(I)c(C(=O)N[C@H]2[C@@H](O)[C@H](O)[C@H](CO)O[C@@H]2O)c(I)c(N(C)C(C)=O)c1I	8%[19.8 µM]
NC(=O)[C@@H]1CCCN1C(=O)[C@H](Cc1cnc[nH]1)NC(=O)[C@@H]1CCC(=O)N1	2%
CCCc1ccc(C(=O)O)cc1	6%
CCC(=O)Oc1ccc2c(c1)CCC1C2CC[C@]2(C)C(OC(=O)CC)CCC12 (some centres undefined)	-1%
C[C@]12CC[C@@H]3c4ccc(O)cc4CC[C@H]3[C@@H]1C[C@H](O)C2O (some centres undefined)	6%
CC(=O)N[C@@H](CCC(=O)O)C(=O)O	-4%
OC1OC[C@@H](O)[C@H](O)[C@@H]1O (some centres undefined)	-1%
OC(CN1CCCCC1)c1cc(-c2ccccc2)on1 (centres undefined)	-5%
CC1=C(CC(=O)O)c2cc(F)ccc2/C1=C\c1ccc(S(C)(=O)=O)cc1	-4%
Cc1nc(Nc2ncc(C(=O)Nc3c(C)cccc3Cl)s2)cc(N2CCN(CCO)CC2)n1	-2%
N[C@H](COP(=O)(O)O)C(=O)O	15%
NC(=O)CC[C@@H](N)C(=O)O	4%

New compounds follow:
SMILES	GLP1R ag
O=C1Cc2cc(CCN3CCN(c4nsc5ccccc45)CC3)c(Cl)cc2N1	-15%
CC1=C(/C=C/C(C)=C/C=C/C(C)=C/C=C/C=C(C)/C=C/C=C(C)/C=C/C2=C(C)CCCC2(C)C)C(C)(C)CCC1	-6%
CCOC(=O)Cc1ccc(-c2ccccc2)cc1	8%
CC(C)C(=O)OCC(=O)[C@@]12OC(C3CCCCC3)O[C@@H]1CC1C3CCC4=CC(=O)C=C[C@]4(C)C3[C@@H](O)C[C@@]12C (some centres undefined)	-3%
CCCCCCOC(=O)c1cccnc1	1%
CN1CC(=O)N2C(Cc3c([nH]c4ccccc34)[C@H]2c2ccc3c(c2)OCO3)C1=O (some centres undefined)	12%
Cc1cc(C(=O)NCCc2ccc(S(=O)(=O)NC(=O)NN3CCCCCC3)cc2)no1	1%
CC(=O)OC/C=C(C)/C=C/C=C(C)/C=C/C1=C(C)CCCC1(C)C	0%
NC(=O)c1ncn(C2OC(CO)C(O)C2O)n1 (centres undefined)	-1%
O=c1[nH]cnc2nc[nH]c12	19%
CC1=C(C(=O)OC(C)C)C(c2cccc([N+](=O)[O-])c2)C(C(=O)OC2CN(C(c3ccccc3)c3ccccc3)C2)=C(N)N1 (centres undefined)	-1%
CC[C@H]1OC(=O)C[C@@H](O)[C@H](C)[C@@H](O[C@@H]2O[C@H](C)C[C@H](N(C)C)[C@@H]2O)[C@@H](CC=O)C[C@@H](C)C(=O)/C=C\[C@]2(C)O[C@H]2[C@@H]1C	-4%
C[C@H]1[C@@H](OC(=O)CCC(=O)O)OC2OC3(C)CC[C@H]4[C@H](C)CC[C@@H]1[C@@]24OO3 (some centres undefined)	-3%
CN=C1C=CC(=C(c2ccc(N(C)C)cc2)c2ccc(N(C)C)cc2)C=C1	-4%
CC[C@]1([C@H]2O[C@@H]([C@@H]3O[C@](O)(CO)[C@@H](C)C[C@H]3C)C[C@H]2C)CC[C@@H]([C@]2(C)CC[C@@]3(C[C@@H](O)[C@@H](C)[C@@H]([C@H](C)[C@H](OC)[C@H](C)C(=O)O)O3)O2)O1	-2%
NC(N)=NC[C@@H]1COC2(CCCCC2)O1	-2%[19.8 µM]
CC(=O)OCC(CCn1cnc2cnc(N)nc21)COC(C)=O	9%
C/C1=C2/[N-]C(C(CC(N)=O)[C@@]2(C)CCC(=O)NCC(C)OP(=O)([O-])O[C@H]2[C@@H](O)[C@@H](n3cnc4cc(C)c(C)cc43)O[C@@H]2CO)[C@]2(C)N=C(/C(C)=C3N=C(/C=C4N=C1C(CCC(N)=O)C\4(C)C)[C@@H](CCC(N)=O)[C@]\3(C)CC(N)=O)[C@@H](CCC(N)=O)[C@]2(C)CC(N)=O.CC(=O)O.[Co] (some centres undefined)	-7%
COC(=O)C1=C(C)NC(C)=C(C(=O)OC(C)C)[C@H]1c1cccc2nonc12	-1%[19.8 µM]
CCCCCCCCCCCCCCCC(=O)OCCC1CCN(CCCN2c3ccccc3Sc3ccc(S(=O)(=O)N(C)C)cc32)CC1	-7%
NCCCC[C@H](NC(=O)[C@@H]1CCCN1C(=O)[C@@H]1CSSC[C@H](NC(=O)CNC(=O)CNC(=O)CN)C(=O)N[C@@H](Cc2ccc(O)cc2)C(=O)N[C@@H](Cc2ccccc2)C(=O)N[C@@H](CCC(N)=O)C(=O)N[C@@H](CC(N)=O)C(=O)N1)C(=O)NCC(N)=O	0%
CN1CCCC[C@@H]1CCN1c2ccccc2Sc2ccc(S(C)=O)cc21 (some centres undefined)	-6%
Nc1cccc2c(N)cccc12	11%[96 µM]
Oc1cn2c(n1)Nc1ccc(Cl)c(Cl)c1C2	1%
CC=C(/C(=C/C)c1ccc(O)cc1)c1ccc(O)cc1	0%[19.8 µM]
The list goes on:
SMILES	GLP1R ag
CCOC(=O)c1c(N)sc2c1CCN(Cc1ccccc1)C2	7%
CS(=O)(=O)OCCCNCCCOS(C)(=O)=O	-1%
CCCN(CC)[C@@H](CC)C(=O)Nc1c(C)cccc1C	13%
N#CCC(=O)NN	-2%
C#C[C@]1(O)CC[C@H]2[C@@H]3CCC4=CCCC[C@@H]4[C@H]3C(=C)C[C@@]21CC	0%
CCOC(=O)CN[C@@H](C(=O)N1CC[C@H]1C(=O)NCc1ccc(/C(N)=N/O)cc1)C1CCCCC1	-1%
CCCCCCCC(=O)CC[C@H]1[C@@H](C/C=C/CCCC(=O)OC(C)C)[C@@H](O)C[C@H]1O	-7%
CCOC(=O)Cc1cccc(-c2cc(CCCCCCc3ccc(O[C@H]4O[C@H](COC(C)=O)[C@@H](OC(C)=O)[C@H](OC(C)=O)[C@@H]4OC(C)=O)c(-c4cccc(CC(=O)OCC)c4)c3)ccc2O[C@H]2O[C@H](COC(C)=O)[C@@H](OC(C)=O)[C@H](OC(C)=O)[C@@H]2OC(C)=O)c1	2%
CC(=O)N(C[C@@H](C)C(=O)O)c1c(I)cc(I)c(N)c1I	8%[19.8 µM]
O=C(O)c1cc(O)c2c(c1)[C@H]([C@H]1c3cc(C(=O)O)cc(O)c3C(=O)c3c(O[C@@H]4OC(CO)C(O)C(O)C4O)cccc31)c1cccc(O[C@@H]3OC(CO)C(O)C(O)C3O)c1C2=O (some centres undefined)	-1%
CN1CCN([C@@H](c2ccccc2)c2ccc(Cl)cc2)CC1	12%[19.8 µM]
O=[N+]([O-])O[C@H]1CO[C@H]2[C@@H]1OC[C@H]2O	1%
CC[C@H](c1ccccc1)c1noc(CCN(CC)CC)n1	6%
COc1cc(C(=O)NS(=O)(=O)c2ccccc2C)ccc1Cc1cn(C)c2ccc(NC(=O)OC3CCCC3)cc12	-1%
O=C(O)/C=C/c1ccccc1	-2%
C=C(Nc1ccc(OCC)cc1)Nc1ccc(OCC)cc1	14%&10%
C#C[C@]1(O)CCC2C3CCC4=CC(=O)CCC4C3CC[C@@]21C (some centres undefined)	10%
CCC(=O)C(Cc1ccccc1)(Cc1ccccc1)CC(C)N(C)C (centres undefined)	6%[96 µM]
C/C=C(/CC[C@@H](C)[C@H]1CCC2C3=CC[C@H]4[C@H](C)[C@@H](O)CC[C@]4(C)C3CC[C@@]21C)C(C)C (some centres undefined)	4%
CO[C@H]1OC2O[C@@]3(C)CC[C@H]4[C@H](C)CC[C@@H]([C@H]1C)[C@@]24OO3 (some centres undefined)	-8%
CC(C)CC(NC(=O)CNC(=O)C(Cc1ccc(O)cc1)NC(=O)C(CO)NC(=O)C(Cc1c[nH]c2ccccc12)NC(=O)C(Cc1cnc[nH]1)NC(=O)C1CCC(=O)N1)C(=O)NC(CCCN=C(N)N)C(=O)N1CCCC1C(=O)NCC(N)=O (centres undefined)	-3%
CCc1oc2ccccc2c1C(=O)c1cc(I)c(O)c(I)c1	-1%
COc1ccc(C[C@@H]2c3cc(OC)c(OC)cc3CC[N@+]2(C)CCC(=O)OCCCCCOC(=O)CC[N@@+]2(C)CCc3cc(OC)c(OC)cc3[C@H]2Cc2ccc(OC)c(OC)c2)cc1OC	10%[19.8 µM]
CC/C=C\C/C=C\C/C=C\C/C=C\C/C=C\C/C=C\CCC(=O)O	14%
c1ccc(CCNc2nc(-c3ccccc3)cs2)cc1	12%

3 compounds drawn at random from the list so far, as already listed:
SMILES	GLP1R ag
CO[C@H]1OC2O[C@@]3(C)CC[C@H]4[C@H](C)CC[C@@H]([C@H]1C)[C@@]24OO3 (some centres undefined)	-8%
N#CCC(=O)NN	-2%
CS(=O)(=O)OCCCNCCCOS(C)(=O)=O	-1%

The list goes on.
SMILES	GLP1R ag
O=C(O)[C@H]1C(=CCO)O[C@H]2CC(=O)N12	1%
CC(C)OC(=O)c1cc2c(OC[C@@H](O)CNC(C)(C)C)cccc2[nH]1	?
CCc1ncnc2cc(OC)c(OC)cc12	16%
CCCCCCCCCCCCCCCCCCNC(=O)OC1CCN(C(=O)OC[C@H](COC(=O)N(Cc2cccc[n+]2CC)C(=O)c2ccccc2OC)OC)CC1	3%
COc1cc([C@@H]2c3cc4c(cc3[C@@H](O[C@@H]3O[C@@H]5CO[C@@H](C)O[C@H]5[C@H](O)[C@H]3O)[C@H]3COC(=O)[C@H]23)OCO4)cc(OC)c1OP(=O)(O)O	-1%
CCN(CC)CC#CCOC(=O)[C@@](O)(c1ccccc1)C1CCCCC1	20%

Screening results from PubChem.

Only part of the results is shown; count on the stated rates, not on these rows.
